Assay outcomes (PubChem BioAssay)
NPR1 activator: GC-A (human) enzyme activation; P16066; HEK293 GC-A cells, cGMP TR-FRET, EC30 ANP; 0% at EC30 ANP, 100% saturating ANP; activation, % at 10 µM; 370,000 compounds, 0.14% hits; in the data active = activation above about 40%
Tn6 DDE FP: DD(E)-Tn6 binding inhibition, primary FP screen. P02675. Fibrin DD(E) TRITC-Tn6 fluorescence polarization displacement. inhibition, % at 8.3 µM. 370,000 compounds, 0.21% hits. AID 720509;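 active = inhibition above a per-campaign cutoff: mean of compounds within control limits plus 3 SD, cut at about 15% in these data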;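 note: 0% = median of all compound wells on the plate and 100% = blocking peptide control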
Target sequence (P02675 whole entry, looked up): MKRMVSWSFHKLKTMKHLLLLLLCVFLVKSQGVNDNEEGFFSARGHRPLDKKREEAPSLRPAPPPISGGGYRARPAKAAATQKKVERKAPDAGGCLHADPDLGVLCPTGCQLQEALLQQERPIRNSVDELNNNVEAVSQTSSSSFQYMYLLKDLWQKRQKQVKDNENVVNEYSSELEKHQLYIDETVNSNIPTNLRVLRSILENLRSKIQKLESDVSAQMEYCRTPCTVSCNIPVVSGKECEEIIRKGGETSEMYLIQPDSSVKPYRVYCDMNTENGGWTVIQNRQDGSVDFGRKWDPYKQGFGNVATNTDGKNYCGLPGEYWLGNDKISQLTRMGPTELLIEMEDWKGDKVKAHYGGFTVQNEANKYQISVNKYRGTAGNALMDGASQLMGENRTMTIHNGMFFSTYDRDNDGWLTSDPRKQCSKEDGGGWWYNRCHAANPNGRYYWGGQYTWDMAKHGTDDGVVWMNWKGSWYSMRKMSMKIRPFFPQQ
NPR2 activator: GC-B (human) receptor activation. P20594. HEK293-GC-B cells, CNP EC30, cGMP TR-FRET; 0% at EC30 CNP, 100% saturating CNP. activation, % at 10 µM. 370,000 compounds, 0.11% hits;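 active = activation at 10 µM reaching about 35% in either raw or pattern-adjusted values, limit read from the data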
KLK7 zymogen act: activates the human kallikrein-7 zymogen. P49862. purified proKLK7, EDANS-DABCYL substrate fluorescence; 100% is mature enzyme control, 0% vehicle. activation, % at 7 µM. 370,000 compounds, 0.9% hits;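 active = activation above the mean of all tested compounds plus 3 SD, computed per campaign excluding outliers beyond control limits, cut at about 13% in these data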
ADAM10 inh: inhibitors of human ADAM10; recombinant ADAM10, EDANS/DABCYL FRET peptide cleavage, 3 h; 370,000 compounds, 0.62% hits; O14672; AID 720582; inhibition, % at 7 µM;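 active = inhibition above a per-campaign cutoff equal to the mean of compounds falling between control-based bounds plus 3 SD, cut at about 20% in these data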;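 note: 0% = DMSO wells while the 100% control is not disclosed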
sPLA2-III inh: Blocks human group III sPLA2 activity; Q9NZ20; QFRET BODIPY PC-A2 liposome hydrolysis, fluorescence; inhibition, % at 12.2 µM; 370,000 compounds, 0.56% hits;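 active = inhibition above mean plus 3 SD of compounds lying within the high and low control bounds, cut at about 19% in these data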;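 note: 0% = median of test compound wells and 100% = no enzyme DMSO wells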
ASAP1 GAP inh: inhibitors of human ASAP1 ArfGAP activity; Q9ULH1; ASAP1-stimulated ARF1 GTP hydrolysis, GDP FP detection; inhibition, % at 16.5 µM; 360,000 compounds, 0.19% hits; in the data active = inhibition above about 25%;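 note: 0% = vehicle with enzyme and substrate and 100% = no enzyme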
Target sequence (Q9ULH1 325-724 limits assumed): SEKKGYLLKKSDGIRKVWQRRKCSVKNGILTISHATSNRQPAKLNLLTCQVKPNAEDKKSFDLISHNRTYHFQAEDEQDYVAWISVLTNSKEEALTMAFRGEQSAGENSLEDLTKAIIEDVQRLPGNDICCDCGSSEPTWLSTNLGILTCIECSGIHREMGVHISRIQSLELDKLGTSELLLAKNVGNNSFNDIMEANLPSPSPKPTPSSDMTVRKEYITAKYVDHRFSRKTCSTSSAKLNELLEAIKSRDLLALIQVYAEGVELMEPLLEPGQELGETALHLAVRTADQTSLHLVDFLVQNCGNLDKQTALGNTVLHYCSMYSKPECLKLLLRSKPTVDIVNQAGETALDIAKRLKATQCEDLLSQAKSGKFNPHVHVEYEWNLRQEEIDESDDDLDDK
ARFGAP1 inhibitor: inhibits rat ARF GTPase activating protein 1. inhibition, % at 16.5 µM. 360,000 compounds, 0.26% hits. Arfgap1-stimulated ARF1 GTP hydrolysis, GDP FP detection. AID 651572;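 active = inhibition above a per-plate limit, mean inhibition of low control wells plus 3 SD, cut at about 25% in these data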;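 note: 0% = DMSO wells with enzyme and 100% = wells lacking Arfgap1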
Target sequence (Q62848 1-136 limits assumed): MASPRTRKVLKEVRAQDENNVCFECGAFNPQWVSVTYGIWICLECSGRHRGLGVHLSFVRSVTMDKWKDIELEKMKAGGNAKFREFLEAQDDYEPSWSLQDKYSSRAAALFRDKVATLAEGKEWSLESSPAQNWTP
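Assay system: purified rat His6-Arfgap1 residues 1-136 (GAP domain); Reagent: human Δ17 ARF1 bound to GTP; Dosing: 16.5 µM single point, 1.26% DMSO; Times: GTP hydrolysis reaction 2 h at 25 °C; Signal: FP, GDP Alexa 633 tracer displaced from anti-GDP antibody, 620/688 nm; Measure: % inhibition from polarization.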
GAA850 FXN act: frataxin GAA850 promoter activation. HEK293 lucGAA850 FXN promoter luciferase reporter, 24 h; percent of 10 µM SAHA response. activation, % at 6 µM. 360,000 compounds, 0.56% hits;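 active = activation above the average of all compounds screened plus 3 SD, cutoff fixed separately per campaign, cut at about 7.5% in these data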;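 note: 0% = DMSO wells and 100% = 10 µM SAHA wells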
rCAG RNA binder: r(CAG) repeat RNA binding; AID 651821; TO-PRO-1 dye displacement fluorescence; inhibition, % at 3 µM; 370,000 compounds, 1.3% hits;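 active = inhibition above the plate cutoff, the mean of all test compounds on that plate plus 3 SD, cut at about 35% in these data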;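 note: 0% = DMSO alone and 100% = 100 µM mitoxantrone as full dye displacement; higher means more dye released from RNA so lower well fluorescence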
Active calls of the source: *; i = inactive; / = not tested or not shown.

smiles	ARFGAP1 inhibitor	Tn6 DDE FP	KLK7 zymogen act	rCAG RNA binder	sPLA2-III inh	NPR1 activator	ASAP1 GAP inh	GAA850 FXN act	ADAM10 inh	NPR2 activator
OC[C@@H]1[C@@H](c2ccc(Cl)cc2)C(c2ccc(F)cc2)=NN1c1ccccc1	5	3	-89	7	13	-6	1	1.4	i	-5
COc1ccc(C2CC(O)(C(C)(C)O)NO2)cc1 (configuration not stated)	4	4	0.4	3	-2	-2	-13	-0.7	5	6
Nc1nc(NCCO)nc(N2CCCCCC2)c1[N+](=O)[O-]	8	3	-0.7	4	-1	4	0	2.2	4	-1
COc1ccccc1Cc1c(-c2ccccc2)nc2c3ccccc3ccn12	3	-1	-7.7	5	4	-5	-4	/	-26	0
N#Cc1ccc(NC(=O)Cn2cnc([N+](=O)[O-])c2)cc1	-7	-4	0.4	1	-1	2	15	1.0	-6	0
CCCCNC(=O)Nc1ncn[nH]1	8	-2	0.3	-1	2	-1	6	-0.3	0	2
CN(C)C(CNC(=O)CCC(=O)c1ccc(Br)cc1)c1ccccc1 (configuration not stated)	-7	1	0.1	-6	-11	-44	1	-2.0	-5	-21
c1cc2c3c(cccc3c1)-c1cnccc1-2	6	12	2.6	3	2	-3	0	-0.2	-191	-1
COc1ccc(N2CCN(C(c3cccs3)C(C)NS(C)(=O)=O)CC2)cc1 (configuration not stated)	-1	3	-0.2	-6	5	-1	-1	1.9	-5	-5
Cc1sc(NC(=O)c2ccco2)c(CN2CCN(Cc3ccccc3)CC2)c1C	8	-8	-7.6	-7	-2	6	-4	0.4	-10	3
CCNC(=O)CCc1nc(-c2ccc(C(C)C)cc2)no1	/	-8	/	/	7	0	/	/	-5	-7
COc1ccc(C(=O)N2CCCC(C(=O)N3CCCCCC3)C2)cc1 (configuration not stated)	-5	4	0.3	-4	-1	-2	-4	1.9	-3	4
CC1(C)Cc2cccc(OCC(=O)OCC(=O)c3ccccc3)c2O1	8	-2	-0.2	0	4	-2	6	1.0	-5	3
N#Cc1ccc(S(=O)(=O)NCC2CCN(C(=O)C(=O)c3cc4ccccc4o3)CC2)cc1	-5	5	1.4	6	-14	-3	15	/	1	2
O=C(Nc1ccccn1)c1ccc(Br)s1	11	5	-0.5	-2	1	11	-4	3.3	-3	3
O=C(O)c1ccc(C(S(=O)(=O)c2ccccc2)S(=O)(=O)c2ccccc2)cc1	-9	-2	-0.1	2	6	6	-2	3.6	-15	2
CCn1c(CNC(=O)c2cccc(C)c2)nnc1SCC(=O)NC1CCCCC1C (configuration not stated)	-3	5	-0.2	-12	3	3	-4	1.9	-10	4
O=C1NC(=O)C2(CCCc3ccc([N+](=O)[O-])cc32)N1 (configuration not stated)	1	-5	-0.3	1	-6	0	10	0.3	-2	2
c1coc(CN=C2NC(=NCc3ccco3)c3ccccc32)c1	9	-1	-0.1	4	-1	5	4	0.3	-12	4
CCNC(=O)C1(C)CCCN(C(=O)c2c(C)noc2C)C1 (configuration not stated)	9	8	0.5	3	8	1	-9	-0.6	1	2
CCNc1nc(NCC)n2c(SCC(=O)Nc3c(C)cccc3C)nnc2n1	0	2	0.1	-7	0	-6	-19	-1.9	-4	-4
CCC(=O)Nc1ccc(OC)cc1OC	10	-2	-0.6	3	7	-1	-3	0.3	6	2
COc1ccccc1C(=O)NC1CCSc2ccccc21 (configuration not stated)	4	5	0.2	-4	3	-1	1	-1.0	-2	-2
Nc1nc(N2CCCCC2)c2ncn(C3OC(CO)C(O)C3O)c2n1 (configuration not stated)	6	0	-0.1	2	14	-4	3	0.0	-14	0
COc1ccc(-n2nc(C(=O)NCC(=O)N3CCCCCC3)c3ccccc3c2=O)cc1	-8	-7	1.3	-4	1	7	2	2.8	2	0
CCNC(=S)NNC(=O)CSc1nnc(-c2ccccc2)n1-c1ccc(Cl)cc1	/	-2	-0.2	12	14	-7	/	/	1	-12
N/C(Cc1ccc(Cl)cc1Cl)=N\OC(=O)Cc1ccccc1	7	0	-0.6	0	14	0	0	1.4	10	0
Cc1cccc(NC(=O)CC2C(=O)NCCN2C(=O)Nc2ccc(Cl)cc2)c1 (configuration not stated)	6	-3	0.0	5	-14	6	20	2.2	-2	-11
COc1cccc2sc(NNC(=O)COc3ccccc3)nc12	11	-3	-0.3	4	23*	-1	0	0.0	7	-7
COc1cc(NC(=O)CSc2ncnc3sc4c(c23)CCC(C)C4)c(C(=O)O)cc1OC (configuration not stated)	2	1	0.2	13	-4	-1	6	-1.5	-4	1
Cc1ccc(Cn2ccc(NC(=O)c3nn(C)cc3[N+](=O)[O-])n2)cc1	0	10	0.0	-2	4	6	-2	-2.7	-5	-1
CC(NS(=O)(=O)c1ccccc1)C1CC2CCC1C2 (configuration not stated)	-8	2	-0.1	-4	-8	4	-3	1.6	3	-2
Cc1cccc(-c2nc3cc([N+](=O)[O-])ccc3o2)c1	10	-4	-0.1	3	5	5	1	6.4	11	-4
CCOC(=O)C1CCN(C(=O)C2CCN(c3ncnc4c3nc3n4CCCCC3)CC2)CC1	-2	-6	0.0	-10	-3	2	2	1.6	1	-5
CCN(CC)CCCNc1nnc(C)c(=O)[nH]1	4	-1	0.5	-2	6	1	10	1.0	-3	4
OC[C@@H]1CN(Cc2cccc(C(F)(F)F)c2)C[C@H](n2cnc3c(NCc4ccncc4)ncnc32)O1	4	2	-0.1	2	-7	-1	5	0.6	-5	13
C=CCCC(=O)N1CCC(CCC(=O)NC2CC2)CC1	3	7	-0.7	3	11	0	-11	-0.2	0	0
O=C1N/C(=N\S(=O)(=O)Cc2ccccc2)S/C1=C/c1cc([N+](=O)[O-])ccc1O	2	4	-0.4	71*	-18	8	8	3.9	3	4
Cc1nn(C)cc1CNCc1ccc(OCC(O)CN(C)Cc2ccccc2)cc1 (configuration not stated)	-3	-2	-0.5	-7	-5	3	-2	2.9	3	-4
COc1ccc2c(c1)CO[C@]21O[C@H](CCO)C[C@H](O)[C@H]1O	-1	2	0.7	2	5	-1	6	/	3	1
CCOc1ccccc1N(C)C(=O)c1cn(C)c(=O)c2ccccc12	-6	5	-0.6	-5	5	-3	8	-0.1	-1	1
O=C(OCCn1cncn1)c1cc2ccccc2oc1=O	5	-12	-4.0	2	4	-3	-11	1.1	-89	-4
COC(=O)C1=C(C)N(Cc2cccc(C(F)(F)F)c2)C(=NCC2CC2)NC1c1cccc(Cl)c1 (configuration not stated)	-3	0	-0.1	8	11	-19	-2	/	-2	-25
Cc1csc(NC(=O)CCN2C(=O)c3ccccc3S2(=O)=O)n1	-2	-1	-0.1	-6	6	-3	3	1.4	7	-4
O=C(c1cccc(Br)c1)N1CCCC1	4	1	0.6	-1	-2	6	2	-1.3	3	2
FC(F)(F)c1cccnc1N1CCN(c2ncnc3nc[nH]c23)CC1	0	1	0.1	-1	-3	0	3	0.6	-12	-7
CCCCCCN1C=CC(=C2C(=O)c3ccccc3C2=O)C=C1	5	0	-0.7	-3	-3	1	7	-6.2	-5	-3
CC(NC(=O)CNC(=O)C1CCCCC1)c1cccc(Cl)c1 (configuration not stated)	4	3	0.3	-4	0	0	12	-1.1	1	0

Record cards (already shown). Order of values: ARFGAP1 inhibitor, Tn6 DDE FP, KLK7 zymogen act, rCAG RNA binder, sPLA2-III inh, NPR1 activator, ASAP1 GAP inh, GAA850 FXN act, ADAM10 inh, NPR2 activator
Profile of `COC(=O)C1=C(C)N(Cc2cccc(C(F)(F)F)c2)C(=NCC2CC2)NC1c1cccc(Cl)c1` (configuration not stated) = -3, 0, -0.1, 8, 11, -19, -2, /, -2, -25
Profile of `CCCCCCN1C=CC(=C2C(=O)c3ccccc3C2=O)C=C1` = 5, 0, -0.7, -3, -3, 1, 7, -6.2, -5, -3

(more compounds)
smiles	ARFGAP1 inhibitor	Tn6 DDE FP	KLK7 zymogen act	rCAG RNA binder	sPLA2-III inh	NPR1 activator	ASAP1 GAP inh	GAA850 FXN act	ADAM10 inh	NPR2 activator
Cc1cc(C)c(NC(=O)CSc2ccc3nnc(CCNC(=O)c4ccccc4)n3n2)c(C)c1	-3	-7	-0.2	-2	-1	-1	-4	-1.5	-8	1
CCOc1ccccc1CNC(=O)CCCn1ccc2cc(S(=O)(=O)N3CCCC3)ccc21	9	-3	0.5	3	-2	0	-2	-1.6	-4	-2
CCOC(=O)N1CCN(c2c(NCCCN(CC)Cc3ccccc3)c(=O)c2=O)CC1	3	5	-0.2	-2	-3	5	-3	0.8	2	5
CCCC(C)NC(=O)CC1Oc2ccccc2NC1=O (configuration not stated)	/	3	-0.8	6	9	2	/	/	-8	-12
O=C(NC(=S)Nc1nc2ccccc2s1)c1ccco1	-5	4	1.1	11	5	8	7	5.0	-2	-3
CCN1CCN(C(=O)CSc2nc3c(c(=O)n(C)c(=O)n3C)n2C)CC1	-13	-2	0.2	1	6	1	-9	-0.1	5	-5
Cc1cc(C)c2c(n1)nn1c(NCCOCCO)cc(C)nc21	4	9	61*	0	-1	3	-3	-1.9	i	4
CN(Cc1ccccc1)C(=O)CN(Cc1ccccc1)S(C)(=O)=O	4	6	-0.3	-9	-4	3	-1	-0.5	-1	3
Cn1c(SCC(=O)NCc2ccc3c(c2)OCO3)nnc1-c1cccs1	6	-7	0.5	-4	3	-1	9	1.9	-5	0
CC(C)(C)N(NC(=O)Nc1cccc(F)c1)C(=O)c1ccccc1Cl	/	3	0.1	4	-1	-3	/	/	5	0
CCOC(=O)N1CCC(NC(=O)Cn2cccc2C(=O)c2ccccc2C)CC1	1	3	-0.2	-4	7	1	-6	-1.2	4	-1
CN1C(=O)c2cccc(NC(=O)Cc3ccccc3)c2C1=O	-1	1	-12	2	3	11	3	2.0	-251	-3
CN(C)C(=O)c1ccc(NC(=O)COC(=O)/C=C/c2cccs2)cc1	3	-10	0.2	-1	-4	3	-6	-0.4	7	-4
COc1ccccc1C(=O)OCCN=C1NS(=O)(=O)c2ccccc21	7	1	0.4	-1	15	3	-10	2.2	5	-3
CCOC(=O)CNc1nc2ccccc2n2c(C)nnc12	3	4	-0.2	1	1	-2	5	3.2	-1	2
COC(=O)c1c(NC(=O)Cn2cnc([N+](=O)[O-])n2)sc2c1CCC(C)C2 (configuration not stated)	-5	-3	-0.2	4	-20	-10	-6	0.1	-5	-8
COc1ccc(C(=O)NC(=S)N2CCCC2)cc1	-6	11	0.0	-1	8	1	2	2.5	-3	6
Cc1nnsc1NC(=O)OCc1ccc(Cl)cc1Cl	3	0	0.4	5	-5	-2	-7	1.2	12	0
O=c1c2ccccc2c(C=Nc2ccc(S(=O)(=O)Nc3ncccn3)cc2)c(O)n1-c1cccc(Cl)c1	0	-4	0.2	5	10	-8	0	/	4	8
Cc1ccccc1OCC(O)CN1CCN(CC(O)COc2ccccc2C)C(C)C1 (configuration not stated)	10	3	0.3	-9	-10	0	2	0.0	-6	2
COc1ccc(-c2nnc3sc(C(C)N4C(=O)c5ccccc5C4=O)nn23)cc1 (configuration not stated)	2	1	-0.1	4	-1	-5	1	1.3	-3	0
